procasp7 counter: counter-screen for procaspase-3 activators: activators of human procaspase-7; P55210; recombinant procaspase-7, Ac-DEVD-pNA absorbance 405 nm; D23A/D198A/D206A triple mutant, cannot self-cleave; scale: DMSO 0, 5 µM enzyme 100; activation, % at 8.5 µM; 0.093% of 330,000 active; AID 463210;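 active = percent activation above the screen-wide mean plus 3 SD, cut at about 25% in these data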
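Material: Procaspase-7 triple mutant (PC-7 D3A) | Quantity: 2 µM procaspase-7 mutant as dispensed | Reagent: DEVD-pNA substrate | Times: 1 h preincubation, 2 h reaction | Technique: 405 nm absorbance of p-nitroaniline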
MEP2-GFP yeast: modulators of TOR pathway MEP2-GFP in S. cerevisiae; S. cerevisiae MEP2-GFP strain, flow cytometry GFP, 3 h; 100% = DMSO control level; GFP response vs DMSO, % at 10 µM; 0.51% of 330,000 active; AID 2016;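 active = GFP response versus DMSO above a set limit, roughly screen mean plus 3 SD, cut at about 180% in these data; inconclusive = fewer than 70 cells counted for a yeast strain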;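 note: median GFP fluorescence of the barcode-gated MEP2-GFP cells per well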
RPL19A TOR yeast: yeast TOR pathway RPL19A-GFP modulation | S. cerevisiae RPL19A-GFP strain, flow cytometry, 3 h; hits give low values | percent response vs DMSO, % at 10 µM | 0.3% of 330,000 active | AID 2025;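 active = percent response vs DMSO below 50%; inconclusive = fewer than 70 events counted for the yeast strain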;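 note: median channel GFP fluorescence of the barcoded RPL19A-GFP strain; ratio of sample median GFP to plate DMSO average so 100% = DMSO; lower means less RPL19A-GFP as with rapamycin TOR inhibition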
Yeast superoxide: yeast age-related superoxide inhibition as caloric restriction mimetic; superoxide response (% of plate mean), % at 10 µM; 0.18% of 330,000 active; S. cerevisiae aged cells, superoxide DHE fluorescence; hits give low values; AID 2690;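 active = superoxide response under a set limit, about three screen SD below normal, cut at about 65% in these data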;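 note: yeast aged for seven days with compound at 30 °C before DHE staining; 100% = average MFI of all compound-treated wells on the plate with controls excluded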
AHR activator: human AHR activation; AID 2796; AHR-responsive luciferase reporter cells, luminescence; P35869; 2.5% of 320,000 active; activation, % at 5 µM; in the data active = activation above about 47%;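 note: 0% = vehicle wells and 100% = reference agonist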
Target sequence (P35869 whole entry, looked up): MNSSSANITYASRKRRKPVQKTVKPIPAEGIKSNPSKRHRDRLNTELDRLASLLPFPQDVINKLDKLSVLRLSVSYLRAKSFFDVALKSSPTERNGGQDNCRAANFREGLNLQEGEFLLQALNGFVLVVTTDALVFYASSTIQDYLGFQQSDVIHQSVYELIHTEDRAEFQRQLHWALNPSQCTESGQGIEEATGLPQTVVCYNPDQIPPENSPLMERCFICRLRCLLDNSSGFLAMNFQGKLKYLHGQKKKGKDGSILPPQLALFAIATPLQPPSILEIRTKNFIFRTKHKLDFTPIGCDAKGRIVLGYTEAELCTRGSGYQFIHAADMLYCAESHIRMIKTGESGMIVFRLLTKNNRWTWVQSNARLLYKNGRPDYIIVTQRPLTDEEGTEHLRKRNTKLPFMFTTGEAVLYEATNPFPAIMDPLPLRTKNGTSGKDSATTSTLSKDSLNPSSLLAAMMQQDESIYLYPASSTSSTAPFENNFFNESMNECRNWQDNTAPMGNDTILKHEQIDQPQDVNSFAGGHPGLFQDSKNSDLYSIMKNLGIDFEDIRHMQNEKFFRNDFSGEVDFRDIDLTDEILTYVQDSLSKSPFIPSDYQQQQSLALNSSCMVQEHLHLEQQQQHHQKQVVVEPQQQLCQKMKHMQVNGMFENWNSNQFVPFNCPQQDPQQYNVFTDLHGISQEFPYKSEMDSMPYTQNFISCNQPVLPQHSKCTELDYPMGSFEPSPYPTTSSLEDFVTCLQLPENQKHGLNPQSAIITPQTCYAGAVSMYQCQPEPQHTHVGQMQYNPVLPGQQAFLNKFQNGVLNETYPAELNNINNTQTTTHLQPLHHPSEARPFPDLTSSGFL
procasp3 activ: activates human procaspase-3 | P42574 | recombinant procaspase-3 D3A, Ac-DEVD-pNA absorbance 405 nm | activation, % at 8.5 µM | 0.11% of 330,000 active;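 active = activation above the mean of all tested compounds plus 3 SD, cut at about 21% in these data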;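 note: 0% = DMSO alone and 100% = DMSO wells spiked with extra 5 µM PC-3 D3A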
Target sequence (P42574 whole entry D9A/D28A/D175A): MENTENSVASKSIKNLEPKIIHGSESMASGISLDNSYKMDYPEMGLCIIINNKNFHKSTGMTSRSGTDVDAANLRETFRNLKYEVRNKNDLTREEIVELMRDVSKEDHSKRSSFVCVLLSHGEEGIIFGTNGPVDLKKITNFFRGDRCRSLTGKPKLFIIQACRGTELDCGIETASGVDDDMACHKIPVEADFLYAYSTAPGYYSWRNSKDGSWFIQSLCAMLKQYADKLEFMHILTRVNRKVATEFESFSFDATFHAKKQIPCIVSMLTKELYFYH
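Compound: 8.5 µM single point, 0.8% DMSO / Material: Autoprocessing-dead procaspase-3 D3A mutant enzyme / Timing: 1 h preincubation plus 2 h reaction at 25 °C / Medium: Zinc-free HEPES/NaCl buffer with 0.01% Triton X-100 at pH 7.4 / Technique: 405 nm absorbance of p-nitroaniline, reads at 0 and 120 min / Repeats: one well per compound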
LAP4-GFP MLPCN: modulators of TOR pathway LAP4-GFP in S. cerevisiae; S. cerevisiae LAP4-GFP multiplex, flow cytometry GFP, 3 h; median GFP as percent of DMSO wells; GFP response vs DMSO, % at 10 µM; AID 2023; 0.34% of 320,000 active;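 active = GFP response vs DMSO above a set limit, about the screen mean plus 3 SD, cut at about 150% in these data; inconclusive = under 70 cell events counted for the yeast strain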
GASC-1 inh: blocks human GASC-1 demethylase activity; Q9H3R0; GST-JMJD2C(1-420) H3K9me3 demethylation, DELFIA europium; inhibition, % at 2.35 µM; 0.069% of 330,000 active; AID 2099;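 active = more than half of a compound's replicate wells show inhibition beyond 50%, single wells judged on their own value; inconclusive = some, but no more than half, of replicates pass 50% inhibition; inactive = no replicate passes 50% inhibition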;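 note: signal counts dimethyl H3K9 product captured on neutravidin plate; 0% = median of DMSO wells and 100% = 0.3 times that DMSO median; strong numbers were not always called active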
* marks the source's active call; other numbers are inactive results; ? = inconclusive; . = not tested or not shown; [ ] = dose if it differs, or a comment.

SMILES	procasp7 counter	MEP2-GFP yeast	RPL19A TOR yeast	Yeast superoxide	AHR activator	procasp3 activ	LAP4-GFP MLPCN	GASC-1 inh
CC(=O)Nc1ccc(C(=O)Nc2ccc(S(=O)(=O)N3CCOCC3)cc2)cc1	1	107	100	100	6	1	89	-3
CCOc1cc(Br)c(CC(=O)NC2CCCCCC2)cc1OCC	7	108	105	96	2	-6	96	2
COc1ccc(-c2noc(N3CCC(C(=O)NCc4ccccc4Cl)CC3)n2)cc1	4	98	99	112	0	-1	95	-3
O=C(COC(=O)c1cc[n+]([O-])cc1)Nc1ccc(Cl)cc1Cl	-3	95	99	108	-1	0	98	-17
CC(C)Cc1cc(C(=O)Nc2cc(Br)ccc2O)no1	0	92	91	73	3	1	96	9
Nc1n[nH]c(-c2ccc(F)cc2)n1	8	101	105	83	3	-4	105	-7
O=C(NCc1ccco1)C1CCCN(S(=O)(=O)Cc2ccccc2)C1 (centres undefined)	13	100	100	105	-3	2	95	-2
O=C(COC(=O)c1c2ccccc2cc2ccccc12)NCC(F)(F)F	5	.	.	92	12	4	.	5
CCOP(=O)(c1ccccc1)c1nc(-c2ccc(F)cc2)oc1N1CCCCC1 (centres undefined)	0	95	97	105	0	2	98	.
O=c1[nH]c(SCc2nc3ccccc3c(=O)n2-c2ccccc2)nc2ccccc12	6	93	98	95	55*	-4	94	6
COc1ccc(/C=N/Nc2nonc2N)cc1	-1	101	94	99	9	-2	97	-2
C=C[C@H](Cc1ccccc1)N(Cc1ccccc1)S(=O)(=O)N(Cc1ccccc1)[C@H](C=C)Cc1ccccc1	-8	96	97	127	2	0	86	0
CCCCNC(=O)CSc1nnc(-c2ccc(S(=O)(=O)N3CCCC3)cc2)n1C	4	103	105	93	0	1	103	15
CCN(CC)C(=O)c1sc(NC(=O)c2c(OC)cccc2OC)c(C#N)c1C	-1	102	102	105	132*	0	94	-3
CCCCC(=O)Nc1cc(Cl)ccc1C(=O)O	2	91	92	112	1	2	97	-6
COc1ccc(CN2C(=O)C(C)Oc3ccccc32)cc1 (centres undefined)	3	103	105	100	-2	-5	109	7
CN(C)S(=O)(=O)c1cccc(NC(=O)COC(=O)c2cc3ccccc3oc2=O)c1	9	95	96	98	0	0	85	13
O=S(=O)(c1ccc(Br)cc1)N1CCCN(Cc2ccccc2F)CC1	-5	95	98	92	4	-2	88	-3
Cc1ccc2[nH]c(=O)c3cc(C(=O)NCC4CCCO4)sc3c2c1 (centres undefined)	7	105	101	103	1	-4	106	0
COc1ccc(OC)c2c(C)cc(N3CCN(C(=O)c4ccc(Cl)cc4)CC3)nc12	-5	99	93	122	10	-9	94	-17
Cc1ccc(CNc2nc3ccccc3n2C)cc1	5	106	101	97	26	1	102	-1
COC(=O)NCC(c1cccnc1)N1CCN(c2ccccc2)CC1 (centres undefined)	5	101	99	103	1	6	104	3
O=C(c1ccco1)N1CCN(C(=O)c2ccc(COc3ccc4c(c3)CCC4)o2)CC1	5	99	95	99	15	-8	94	?
Cc1c(C)n(CCC(=O)O)c2ccccc12	-2	98	99	103	1	0	98	-4
Cc1cc2cc3c(N)[nH]nc3nc2cc1C	10	105	101	98	0	5	84	-1
CCN(CC)CCCNC(=S)N(CCO)Cc1cc2cc3c(cc2[nH]c1=O)OCCO3	0	103	98	98	1	-6	97	-17
Cn1c(SCC(=O)Nc2ccc3cn[nH]c3c2)nnc1-c1cnccn1	-4	107	98	98	30	0	101	0
COCC1CCCN(Cc2cn(Cc3ccccc3)nc2-c2cc3ccccc3o2)C1 (centres undefined)	12	94	101	104	1	-7	96	7
Cc1ccc(NC(=S)Nc2cccc3cnccc23)cc1	-11	97	94	103	17	-7	111	-25
COc1ccc(CC(=O)Nc2ccc(-c3noc(-c4ccccc4OC)n3)cc2)cc1	7	101	106	115	-4	-1	96	15
CCc1nc(Cl)c(C#N)c2c1CSC(C)(C)C2	-2	114	107	102	-1	9	94	5
C[C@@H]1CC[C@]2(C(=O)O)CC[C@]3(C)C(=CCC4[C@@]5(C)CC[C@H](O)[C@@](C)(C(=O)O)C5CC[C@]43C)C2[C@]1(C)O (some centres undefined)	3	104	95	93	-1	5	113	0
O=C(NCCNC(=O)c1ccc(Br)o1)c1cccnc1	0	102	102	86	6	0	79	-15
Cc1cccc(NC(=O)Cn2cnc3ccc(S(=O)(=O)N4CCC(C)CC4)cc3c2=O)n1	-1	96	100	104	0	5	101	-3
CCOC(=O)C1CCN(C(=O)CN2C(=O)NC3(CCCCC3)C2=O)CC1	-9	96	96	90	0	2	98	1
Cc1ccc(C(=O)NCC(=O)N2CCC(Cc3ccccc3)CC2)cc1	9	102	96	105	8	4	118	-3
O=C(COC(=O)CNC(=O)c1ccccc1F)Nc1ccc2[nH]c(=O)[nH]c2c1	4	100	99	101	0	12	106	3
O=C(NCC1COc2ccccc2O1)c1ccc(Cl)cc1 (centres undefined)	-11	101	94	80	10	0	136	0
CCCC(=O)Nc1nnc(SCC(=O)NCc2ccc3c(c2)OCO3)s1	-1	97	100	116	4	-7	111	0
Cc1c(CC(=O)NCC(=O)O)c(=O)oc2cc3occ(-c4ccccc4)c3cc12	12	101	105	101	0	-1	89	-4
OC1(Cc2ccn[nH]2)CCCCC1	0	102	98	89	0	-5	99	-12
CCCOc1ccc(N2C(=O)CC(N(CCCO)C(=O)CC)C2=O)cc1 (centres undefined)	2	96	102	109	7	5	107	0
c1ccc(Oc2nc(-c3ccccn3)nc3ccccc23)cc1	6	91	88	105	-1	-7	126	0
CCCc1nn(C)c2c(=O)[nH]c(-c3cc(S(=O)(=O)Nc4ccc(NC(C)=O)cc4)ccc3OCC)nc12	-4	99	98	91	2	5	101	0
COc1ccc(OC)c(C2Nc3nc4ccccc4n3C(C)=C2C(=O)Nc2ccc(C)cc2C)c1 (centres undefined)	8	107	104	89	5	-6	104	1
C/C(=N\NC(=O)NC1CCCCC1)c1ccco1	16	106	110	92	5	4	102	27
Cc1nc(CN2CCN(C(=O)NC3(c4ccccc4)CC3)CC2)cs1	0	111	96	98	0	-4	97	0
CCC(C)c1ccc(NC(=O)COC(=O)c2nc3nccc(C)n3n2)cc1 (centres undefined)	-8	93	98	88	0	0	97	13
FC(F)(F)c1cnc(N/N=C/c2ccncc2)c(Cl)c1	-5	104	103	99	93*	2	107	8
Cc1cc(C)c(OCC(=O)OCC(=O)N2c3ccccc3CC2C)c(C)c1 (centres undefined)	2	112	103	96	6	-1	111	5
COc1ccc(S(=O)(=O)Nc2ccccc2)cc1	-4	208*[may fluoresce violet]	27*[may fluoresce violet]	83	1	1	89[may fluoresce violet]	20
CCCn1c(=O)c(C(=O)Nc2cccc(C)c2)c(O)c2ccccc21	.	100	101	105	.	.	97	-1
COc1cccc(CNC(=O)CCC2CCCN(C(=O)c3ccc(OC)o3)C2)c1 (centres undefined)	0	100	100	110	9	0	114	0
COC(=O)c1ccc(OC(=O)C2CC(=O)N(c3cccc(C)c3)C2)cc1 (centres undefined)	2	104	105	103	-2	2	109	0
CC(C)Sc1cc(N2CCOCC2)nc(-c2ccccc2)n1	-6	122	96	94	-2	9	110	-10
Cc1c(NC(=O)Nc2cccc(F)c2)c(=O)n(-c2ccccc2)n1C	5	103	95	95	1	6	102	-1
Cc1csc(NC(=O)[C@@H](NC(=O)c2ccccc2)C(C)C)n1	-3	.	.	84	-1	3	.	10
O=C(COC(=O)CNC(=O)c1ccc(Cl)cc1Cl)NCC1CCCO1 (centres undefined)	-2	104	99	82	-1	12	109	7
O=C(O)CNS(=O)(=O)c1ccc2c(c1)Cc1cc(S(=O)(=O)NCC(=O)O)ccc1-2	0	101	102	95	2	8	101	-4
COC(=O)C1=C(C)OC(N)=C(C#N)C1c1ccc(OC)c(CSc2ccccn2)c1 (centres undefined)	3	98	92	99	10	10	93	-1

The closing two entries of the section before are carried over, then new ones follow:
SMILES	procasp7 counter	MEP2-GFP yeast	RPL19A TOR yeast	Yeast superoxide	AHR activator	procasp3 activ	LAP4-GFP MLPCN	GASC-1 inh
O=C(O)CNS(=O)(=O)c1ccc2c(c1)Cc1cc(S(=O)(=O)NCC(=O)O)ccc1-2	0	101	102	95	2	8	101	-4
COC(=O)C1=C(C)OC(N)=C(C#N)C1c1ccc(OC)c(CSc2ccccn2)c1 (centres undefined)	3	98	92	99	10	10	93	-1
O=C(Oc1ccc(Cl)cc1)c1ccc(COC(=O)c2cnccn2)cc1	13	106	103	106	-1	-4	84	6
Cc1ccc(F)c(NC(=O)c2cncn2-c2ccccc2)c1	-5	121	90	98	4	4	94	10
CCOC(=O)c1c(NC(=O)CSc2ncn[nH]2)sc(C(=O)N(C)C)c1C	4	99	102	92	4	-5	101	-8
COc1cc(O)c(C(CC(=O)N2CCCC2)c2cc(OC)c(OC)c(OC)c2)c(OC)c1 (centres undefined)	-6	94	93	104	8	5	98	2
O=C(NCc1cccnc1)C1CCN(S(=O)(=O)N2CCOCC2)CC1	-12	95	.	107	1	-5	93	7
CCOC(=O)c1c(-c2ccc(C)cc2)csc1NC(=S)NC(=O)c1ccccc1	-2	101	99	105	4	4	102	-2
COc1ccccc1-c1noc(CCC(=O)Nc2cccc(C)c2)n1	5	105	100	103	20	4	106	-2
CSc1nc2cc3c(cc2n1C(=O)c1ccc(C)cc1)OCCO3	0	107	103	105	5	12	119	-8
Cc1cc(C)n(-c2cccc(Cl)c2C#N)n1	4	98	94	120	-2	-8	103	-2
CCC(CO)Oc1cc(NC(=O)c2cccc(Cl)c2)c2ncn(C(C)C)c2c1 (centres undefined)	-7	99	101	104	6	4	110	1
Cc1ccc2c(c1)C(=O)c1c(C(=O)O)cccc1-2	5	93	96	122	7	11	110	-6
CC(C)CC(NC(=O)OC(C)(C)C)C(=O)NC(C(=O)N1CCCC1C(N)=O)C(C)C (centres undefined)	5	101	98	110	1	-7	92	4
N#CCC(=O)N/N=C/c1c2ccccc2cc2ccccc12	.	102	108	105	.	.	77	-3
Cn1cnnc1Sc1cc(N2CCN(S(=O)(=O)c3ccc(Cl)c(Cl)c3)CC2)ccc1[N+](=O)[O-]	-18	96	94	101	-1	-10	94	-1
Cc1ccc(C2CN(c3ccccc3)CC2C(=O)c2ccc(F)cc2)cc1 (centres undefined)	15	100	98	106	-2	11	101	-1
CCOc1ccccc1C(=O)NCc1ccco1	-5	92	93	107	20	0	92	-27
Cc1ccc(CONC(=O)c2ccc(OC(F)F)cc2)cc1	-2	92	87	121	3	0	95	107
O=C(Nc1ccc(N2CCCCC2)cc1)c1cccnc1	15	95	95	88	-3	13	100	0
COc1ccc(-c2nnc(-c3cc4ccccc4oc3=O)o2)cc1	4	94	95	98	0	4	97	4

Looked up one by one from the list above (3):
SMILES	procasp7 counter	MEP2-GFP yeast	RPL19A TOR yeast	Yeast superoxide	AHR activator	procasp3 activ	LAP4-GFP MLPCN	GASC-1 inh
COc1ccc(OC)c2c(C)cc(N3CCN(C(=O)c4ccc(Cl)cc4)CC3)nc12	-5	99	93	122	10	-9	94	-17
O=C(Oc1ccc(Cl)cc1)c1ccc(COC(=O)c2cnccn2)cc1	13	106	103	106	-1	-4	84	6
COC(=O)C1=C(C)OC(N)=C(C#N)C1c1ccc(OC)c(CSc2ccccn2)c1 (centres undefined)	3	98	92	99	10	10	93	-1

High-throughput results: PubChem, several laboratories
